# SIRT5 block – sirtuin-5 (human) deacylase inhibition | Q9NXA8 | Purified SirT5, succinyl-peptide AMC, trypsin-coupled fluorescence | inhibition, % at 15 µM | 1.1% of 330,000 active; in the data active means inhibition above about 15%
# Target sequence (Q9NXA8 whole entry, looked up): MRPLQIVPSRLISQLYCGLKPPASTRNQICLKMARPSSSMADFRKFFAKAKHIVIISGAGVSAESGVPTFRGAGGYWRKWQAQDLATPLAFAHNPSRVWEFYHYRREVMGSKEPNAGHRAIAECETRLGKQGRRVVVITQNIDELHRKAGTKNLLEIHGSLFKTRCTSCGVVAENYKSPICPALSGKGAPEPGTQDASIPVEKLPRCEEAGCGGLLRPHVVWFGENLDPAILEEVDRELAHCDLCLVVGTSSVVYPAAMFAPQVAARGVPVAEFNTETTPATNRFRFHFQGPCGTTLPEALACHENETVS
# ERp5 block – blocks human ERp5 reductase activity on insulin; Q15084; ERp5 insulin aggregation, absorbance 650 nm, 90 min; inhibition, % at 9.99 µM; 0.05% of 350,000 active;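 active means mean replicate inhibition above about 25%, with every replicate also reaching it, limit read from the data, passing the limit was not always enough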
# Target sequence (Q15084 whole entry, looked up): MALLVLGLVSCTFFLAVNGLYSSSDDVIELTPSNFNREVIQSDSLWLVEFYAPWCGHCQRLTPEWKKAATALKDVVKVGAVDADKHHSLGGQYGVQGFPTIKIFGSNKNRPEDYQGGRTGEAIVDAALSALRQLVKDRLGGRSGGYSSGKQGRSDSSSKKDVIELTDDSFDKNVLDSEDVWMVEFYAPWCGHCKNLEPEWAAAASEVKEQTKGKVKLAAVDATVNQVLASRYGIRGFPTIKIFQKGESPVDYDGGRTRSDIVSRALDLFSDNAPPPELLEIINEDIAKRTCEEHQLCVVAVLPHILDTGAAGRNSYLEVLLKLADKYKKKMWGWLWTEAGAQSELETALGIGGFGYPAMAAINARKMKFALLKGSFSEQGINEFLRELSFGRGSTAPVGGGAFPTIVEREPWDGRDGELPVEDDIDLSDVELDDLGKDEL
# * hit, by the source's call; & = joins results of further samples. The list is partial, so the mix of outcomes need not match the whole.
1: CN(C)C(=O)c1ccc(-c2ccc([C@@H]3[C@H](CO)N4C(=O)CN(C(=O)C5CCCCC5)C[C@@H]34)cc2)cc1
2: COc1ccc(S(=O)(=O)N2CCC3(CC2)CN(C(=O)CN(C)C)[C@H](CO)c2c3c3ccc(OC)cc3n2C)cc1
3: COc1ccc(S(=O)(=O)N(C)C[C@H]2Oc3c(NC(=O)CCCCCC(=O)Nc4ccccc4N)cccc3C(=O)N([C@@H](C)CO)C[C@H]2C)cc1
4: O=C(C1CCC1)N1CC2(C1)[C@@H](c1ccccc1)[C@@H](CO)N2C(=O)CC1CC1
5: CO[C@@H]1CN(C)C(=O)c2ccc(NC(C)=O)cc2OC[C@H](C)N(C(=O)c2cnccn2)C[C@@H]1C
6: CC(C)=CCC[C@H](C)C[C@@H]1Cc2[nH][nH]c(=O)c2[C@H](c2ccc(Cl)cc2)O1
7: O=C(CC1CC1)N1CC(=O)N2[C@H](C1)[C@H](c1ccc(C#Cc3cccc(F)c3)cc1)[C@@H]2CO
8: CC(C)CN(CC(C)C)C(=O)COc1ccccc1C(N)=O

entry no. | 1 | 2 | 3 | 4 | 5 | 6 | 7 | 8
ERp5 block | 8 | -7 | 8 | 7 | 11 | -7 | -2 | -13
SIRT5 block | 1 | -4 | 1 | 3 | 1 | -1 | 3 | -4

9: COc1ccc2c3c(n(C)c2c1)[C@H](CO)N(C(=O)C1CCCC1)CC31CCN(C(=O)CC2CC2)CC1
10: O=C(C1CC1)N1CC(=O)N2[C@H](CO)[C@H](c3ccc(-c4cccnc4)cc3)[C@H]2C1
11: COC(=O)C[C@H]1CC[C@@H](NC(=O)C2CC2)[C@@H](CO)O1
12: CCOc1cc(NC(=O)c2cccs2)c(OCC)cc1NC(=O)CCC(=O)NCc1ccccn1
13: O=C(c1cnccn1)N1CC(=O)N2[C@H](CO)[C@@H](c3ccc(C#CCc4ccccc4)cc3)[C@@H]2C1
14: CCOC(=O)[C@]12CCCC=C1N(Cc1ccc3c(c1)OCO3)C(=O)[C@H](CC(=O)N1CCN(C(=O)c3ccco3)CC1)C2
15: C[C@@H]1OC(C2CCCCC2)N(C)[C@H]2C[C@H]3c4[nH]c5cccc(-c6ccccc6)c5c4CCN3C(=O)[C@@H]12 (stereo partly drawn)
16: O=C(NCC1CC1)[C@@H]1[C@@H](CO)[C@@H]2Cn3c(ccc(-c4cccnc4)c3=O)[C@H]1N2C(=O)C1CCCC1

entry no. | 9 | 10 | 11 | 12 | 13 | 14 | 15 | 16
ERp5 block | 2 | -4 | -9 | 0 | 1 | 6 | 5 | 16
SIRT5 block | 0 | 2 | -16 | -3 | 5 | -1 | 0 | -38

17: Nc1ncnc2c1ncn2C1OC(CO)C2OC21 (stereo not drawn)
18: CC(C)c1cc(Cn2c3ccccc3c(=O)n2C(C)Cn2cc(C3CC3)nn2)on1 (stereo not drawn)
19: Cc1ccccc1S(=O)(=O)N1CC(=O)N2[C@H](CO)[C@@H](c3ccc(C#CCN(C)C)cc3)[C@H]2C1
20: O=C(N/N=C/c1ccncc1)c1cccc([N+](=O)[O-])c1
21: O=C(C1CCCCN1S(=O)(=O)c1ccccc1[N+](=O)[O-])N1CCCC1 (stereo not drawn)
22: CC(C)N(C[C@H]1[C@@H](c2ccccc2)[C@@H](CO)N1CC1CC1)C(=O)C1CCC1
23: CCOc1ccccc1NC(=O)COC(=O)c1c[nH]c2ccccc12
24: Cc1cccc(-c2ccc([C@H]3[C@H]4CN(C(=O)Cc5ccccn5)CC(=O)N4[C@H]3CO)cc2)c1

entry no. | 17 | 18 | 19 | 20 | 21 | 22 | 23 | 24
ERp5 block | 5 | -2 | -10 | 10 | 1 | 0 | 4 | 6
SIRT5 block | -1 | -12 | 3 | -1 | -2 | 3 | -1 | -3

# Two entries picked at random from the list so far:
22: CC(C)N(C[C@H]1[C@@H](c2ccccc2)[C@@H](CO)N1CC1CC1)C(=O)C1CCC1
21: O=C(C1CCCCN1S(=O)(=O)c1ccccc1[N+](=O)[O-])N1CCCC1 (stereo not drawn)

entry no. | 22 | 21
ERp5 block | 0 | 1
SIRT5 block | 3 | -2

# The list goes on:
25: COCC#Cc1ccc([C@H]2[C@H](CO)N3C(=O)CN(C(=O)Nc4ccccc4F)C[C@@H]23)cc1
26: CN(C(=O)CSc1ncnc2c(-c3cccs3)nsc12)C1CCCCC1
27: CCCNC(=O)N1[C@H](CO)[C@@H](c2ccccc2C2=CCCCC2)[C@@H]1C#N
28: CCCOc1ccc(-c2cn3ccccc3n2)cc1
29: CCCCn1nnnc1C(c1cc2ccccc2o1)N1CCN(C(=O)OC(C)(C)C)CC1 (stereo not drawn)
30: CCc1nnc(NC(=O)C2CCCN2C(=O)Nc2ccccc2)s1 (stereo not drawn)
31: CC(/C=N/NC(=O)CCn1nnc2ccccc21)=C\c1ccccc1
32: CCOC(=O)CCNC(=O)CCNC(=O)C(c1ccccc1)c1ccccc1

entry no. | 25 | 26 | 27 | 28 | 29 | 30 | 31 | 32
ERp5 block | 4 | 1 | 0 | 1 | 2 | 0 | -1 | 6
SIRT5 block | -3 | -3 | 0 | -9 | 5 | -4 | -4 | -2

33: O=C1CN(S(=O)(=O)c2ccccc2)C[C@H]2[C@H](c3ccc(C#CCc4ccccc4)cc3)[C@H](CO)N12
34: CCCNC(=O)[C@@H]1[C@@H](CO)[C@@H]2Cn3c(ccc(-c4cccc(OC)c4)c3=O)[C@@H]2N1C
35: C[C@@H]1CN([C@@H](C)CO)C(=O)c2c(c3ccccc3n2C)-c2ccccc2CO[C@@H]1CN(C)S(=O)(=O)c1ccc(C(F)(F)F)cc1
36: COc1ccc(N2C(=O)c3n[nH]c(C(C)C)c3C2c2ccc(C)cc2)cc1 (stereo not drawn)
37: COc1cccc(C#Cc2ccc([C@H]3[C@@H](CO)N4C(=O)CN(C(C)=O)C[C@@H]34)cc2)c1
38: COc1ccc2c(c1)[C@@]1(OCCC=C[C@H]1C)C(=O)N2C/C=C(\C)CCC=C(C)C
39: O=C(CN1CCOCC1)N1C[C@@H]2N[C@H](C1)C2c1ccc(/C=C/c2ccccc2)cc1 (stereo partly drawn)
40: COc1cccc(-c2ccc3c(c2)[C@@H]2[C@@H](CCN2C(=O)NC2CCCCC2)[C@H](CO)N3C)c1

entry no. | 33 | 34 | 35 | 36 | 37 | 38 | 39 | 40
ERp5 block | -4 | 0 | -1 | -2 | -2 | 5 | 2&4 | 3
SIRT5 block | 6 | -2 | 3 | -1 | 0 | -1 | 3&6 | -7

41: COc1ccc(C(C(=O)Nc2ccc3c(c2)OCCO3)n2c(=O)c(-c3ccco3)nc3ccccc32)cc1 (stereo not drawn)
42: CN(C)C(=O)c1ccc(-c2ccc([C@@H]3[C@H]4CN(C(=O)C5CCCC5)CC(=O)N4[C@H]3CO)cc2)cc1
43: NC(=O)CC[C@@H]1NC(=O)[C@@H]2CCCN2C(=O)c2cc([N+](=O)[O-])cc(I)c2NCCC[C@@H](C(=O)NC(CC(=O)O)C(N)=O)NC1=O (stereo partly drawn)
44: O=C(C1CCCCC1)N1CC(=O)N2[C@H](CO)[C@H](c3ccc(Br)cc3)[C@@H]2C1
45: NC(=O)c1c(N)[nH]c(C(=O)c2ccccc2)c1-c1ccccc1Br
46: CC(=O)N1Cc2cc(C(=O)NCc3cc(F)cc(F)c3)nc(-c3cccc(C4=CCCC4)c3)c2[C@H]1CCO
47: S=C(NCc1ccncc1)Nc1ccc(Cl)cc1Cl
48: COc1ccc(Cn2cc(CN3[C@@H](c4ccccc4)COc4cc(Br)ccc4S3(=O)=O)nn2)cc1

entry no. | 41 | 42 | 43 | 44 | 45 | 46 | 47 | 48
ERp5 block | 4 | -1 | -2 | 6 | -1 | -8 | 1 | -1
SIRT5 block | -2 | 1 | 0 | -2 | -2 | 15* | -3 | 0

49: COc1ccc(N2C(=O)c3ccccc3NC(=O)C2C(=O)Nc2ccc(N3CCOCC3)cc2)cc1 (stereo not drawn)
50: O=C(O)CNC(=O)CC1S/C(=N/N=C2\CSC(=O)N2)NC1=O (stereo not drawn)
51: CN1c2ccc(C3=CCCCC3)cc2[C@@H]2[C@@H](CCN2C(=O)NC2CCCC2)[C@H]1CO
52: C/C(=N\NS(=O)(=O)c1ccc([N+](=O)[O-])cc1)c1cccs1
53: Cc1ccc(/C=N/Nc2nnc(Cc3ccccc3)c(=O)[nH]2)o1
54: CC(C)CCN1C(=O)CSCC1(C)C(=O)NC(C)C (stereo not drawn)
55: Nc1ccc(N2CCN(CCCCN3C(=O)C4CCCN4C3=O)CC2)cc1 (stereo not drawn)
56: CCOc1ccc(CCN2C(=O)C(=O)N([C@@H](CC(C)C)CN3CCC[C@H]3CN3C(=O)C(=O)NC[C@@H]3CC(C)C)C[C@@H]2Cc2ccc(O)cc2)cc1

entry no. | 49 | 50 | 51 | 52 | 53 | 54 | 55 | 56
ERp5 block | 1 | -4 | -5 | 1 | 3 | 0 | 4 | 0
SIRT5 block | -3 | -5 | -3 | 12 | -5 | -1 | -4 | 0

57: COCC(=O)N1[C@H](CO)[C@H](c2ccccc2-c2ccccc2)[C@@H]1C#N
58: CN1C(=O)c2cc(NC(=O)C3CCCC3)ccc2OC[C@@H]2O[C@H](CC(=O)NCCc3ccncc3)CC[C@@H]21
59: O=C1NC(Cc2cnc[nH]2)C(=O)N2CCCC12 (stereo not drawn)
60: O=C1CN(S(=O)(=O)Cc2ccccc2)C[C@@H]2[C@@H](c3ccc(C#CCC4CCCC4)cc3)[C@H](CO)N12
61: CC(C)C[C@H]1CN([C@@H](Cc2ccccc2)CN2CCC[C@H]2CN2C(=O)C(=O)NC[C@@H]2Cc2ccccc2)C(=O)C(=O)N1CC1CCCCCC1
62: O=c1[nH][nH]c2c1[C@@H](c1ccc(F)cc1)O[C@H](CCc1ccccc1)C2
63: CC(=O)NC1(C)CCC2CC1C(C)=NC2(C)C (stereo not drawn)
64: CC(C)(C)NC(=O)C1C(c2ccc(C(F)(F)F)cc2)=Nc2ccccc2N1C(=O)c1cccc2ccccc12 (stereo not drawn)

entry no. | 57 | 58 | 59 | 60 | 61 | 62 | 63 | 64
ERp5 block | 0 | 5 | 0 | -3 | 0 | -11 | 3 | 1
SIRT5 block | -2 | -5 | -3 | 10 | 2 | -4 | -4 | 0

65: C[C@@H]1CN([C@@H](C)CO)C(=O)Cc2cc(NC(=O)CCCCCC(=O)Nc3ccccc3N)ccc2O[C@H]1CN(C)CC1CC1
66: O=S(=O)(N[C@@H]1CC[C@@H](CCn2cc(-c3ccccc3F)nn2)O[C@H]1CO)c1ccc(F)cc1
67: CN(/N=C/c1ccncc1)c1cnc2ccccc2n1
68: C[C@@H]1CN([C@@H](C)CO)C(=O)c2cccc(NC(=O)CCCCCC(=O)Nc3ccccc3N)c2O[C@@H]1CN(C)S(=O)(=O)c1cn(C)cn1
69: CCC(=O)N1CC2(C1)[C@H](c1ccccc1)[C@H](CO)N2Cc1cccc(Cl)c1
70: O=C(Nc1ccccc1)N1CC(=O)N2[C@H](CO)[C@H](c3ccc(C#CC4CC4)cc3)[C@H]2C1
71: C/C=C/c1ccc(C2[C@@H]3CN(C(=O)Cc4ccncc4)C[C@H]2N3)cc1 (stereo partly drawn)
72: N#C[C@H]1[C@H](c2ccccc2-c2cccc(F)c2)[C@H](CO)N1C(=O)C1CCC1

entry no. | 65 | 66 | 67 | 68 | 69 | 70 | 71 | 72
ERp5 block | -6 | -4 | 6 | -6 | 6 | -7 | 2&0 | -4
SIRT5 block | 1 | 0 | -3 | -9 | -2 | -7 | 1&-1 | 3

# Record cards (already shown):
# Results for C[C@@H]1CN([C@@H](C)CO)C(=O)Cc2cc(NC(=O)CCCCCC(=O)Nc3ccccc3N)ccc2O[C@H]1CN(C)CC1CC1 = ERp5 block: -6; SIRT5 block: 1
# Results for O=C(Nc1ccccc1)N1CC(=O)N2[C@H](CO)[C@H](c3ccc(C#CC4CC4)cc3)[C@H]2C1 = ERp5 block: -7; SIRT5 block: -7

# Other compounds
73: CC(C)(C)[S@](=O)N1Cc2cc(C(=O)N[C@H]3CCN(Cc4ccccc4)C3)nc(-c3cccc(-c4ccncc4)c3)c2[C@@H]1CCO
74: CCOC(=O)[C@]12CCC=C1N(Cc1ccc(Cl)cc1Cl)C(=O)[C@H](CC(=O)N1CCN(C(=O)c3ccco3)CC1)C2
75: CN(Cc1ccccc1)C(=O)[C@@H]1CCCN1C(=O)[C@@H]1CCCN1C(=O)c1cccs1
76: Cc1ccc(-n2cc(CNC(C)c3cnn(C)c3)c(-c3ccc(F)cc3)n2)cc1 (stereo not drawn)
77: CCN(C(=O)COC(=O)c1ccccc1Cc1ccccc1)C1CCS(=O)(=O)C1 (stereo not drawn)
78: COC(=O)C(C(=O)OC)c1ccccc1NS(=O)(=O)c1c(C)cc(C)cc1C
79: O=C(NCc1ccc(Br)cc1)OC1CC2CC1[C@H]1CCCCN1C2=O (stereo partly drawn)
80: C=CCN1C(=O)c2n[nH]c(C(C)C)c2C1c1ccc(C)cc1 (stereo not drawn)

entry no. | 73 | 74 | 75 | 76 | 77 | 78 | 79 | 80
ERp5 block | 0 | 0 | -4 | -6 | 7 | -7&3 | -10 | 1
SIRT5 block | 8 | -3 | -6 | -4 | -1 | -1&11 | -1 | 2

81: COc1ccc2c3c([nH]c2c1)[C@@H](CO)N(S(C)(=O)=O)CC31CCN(C(=O)c2cccnc2)CC1
82: C[C@@H]1COc2cccc(NCCO)c2S(=O)(=O)N1
83: CN(C)CC(=O)N1CC2(C1)[C@H](c1ccccc1)[C@H](CO)N2C(=O)C1CCCC1
84: Fc1ccc(CNCc2ccccc2Cl)cc1
85: Cc1nnc(NC(=O)CC(NC(=O)C(F)(F)F)c2ccccc2)s1 (stereo not drawn)
86: OC[C@H]1[C@H](c2ccccc2)C2(CN(Cc3ccncc3)C2)N1Cc1ccncc1
87: COc1ccc2c3c(n(C)c2c1)[C@@H](CO)N(S(C)(=O)=O)CC31CCN(Cc2nccs2)CC1
88: O=C(Nc1ccccc1)NC1CCCc2ccccc21 (stereo not drawn)
89: CCCCC[C@@H](C)N1C[C@H](COCc2ccccc2)Oc2cc(N3CCC[C@H]3C(N)=O)ccc2S1(=O)=O

entry no. | 81 | 82 | 83 | 84 | 85 | 86 | 87 | 88 | 89
ERp5 block | -2 | 0 | -2 | 1 | -1 | -3 | 1 | 1 | -3
SIRT5 block | 3 | 0 | 3 | -9 | -2 | 2 | -2 | -2 | -1

# From PubChem
